High-throughput results deposited in PubChem by National Center for Advancing Translational Sciences (NCATS).
HP1b binding inh = blocks HP1-beta chromodomain binding to methylated histone tails; P83916; AlphaScreen HP1-beta / biotin-H3K9me3 peptide binding; Potency, µM (titrated, usually from 114 µM), without a hit: at the highest dose activity change, negative = inhibition, actives largely listed as inhibitors; hit rate 0.56% among 390,000; further: nearly all actives have a fitted effect of over 70% in size; inactives centre near 23
Target sequence (P83916 whole entry, looked up): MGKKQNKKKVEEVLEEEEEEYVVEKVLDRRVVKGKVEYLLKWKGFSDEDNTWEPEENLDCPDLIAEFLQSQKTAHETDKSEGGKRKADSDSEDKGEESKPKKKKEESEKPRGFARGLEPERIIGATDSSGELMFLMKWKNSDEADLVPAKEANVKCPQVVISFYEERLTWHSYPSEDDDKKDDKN
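AlphaScreen: HP1-beta (50 nM) preformed 30 min with biotin-H3(1-18)K9me3 peptide (50 nM) in PBS pH 7.4, 0.01% Tween-20. Compound added for 30 min at RT, then streptavidin donor/nickel chelate acceptor beads (10 ug/mL) for 30 min.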
ERG-DNA inh = ERG Ets/DNA interaction inhibition. fluorescence polarization, His-ERG Ets domain / labelled DNA. P11308. hit rate 0.028% among 370,000. AID 624246. Potency, µM (titrated, usually from 76.9 µM), inactives show at the top dose FP activity, negative = inhibition, actives largely listed as inhibitors; active means well fitted inhibition curve with a large enough effect in the polarisation, with a control signal flat; inconclusive means small, poorly fitted or top-dose-only effect, or effect the other way, or a change in a side signal; inactive means no such curve, though single readings can be large or run the other way; the % refers to the polarisation;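 further: polarization taken with two DNA probes labelled with fluorescein and Texas red; % of control where 0% means no effect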
Target sequence (P11308 whole entry, looked up, the tested form may be a part): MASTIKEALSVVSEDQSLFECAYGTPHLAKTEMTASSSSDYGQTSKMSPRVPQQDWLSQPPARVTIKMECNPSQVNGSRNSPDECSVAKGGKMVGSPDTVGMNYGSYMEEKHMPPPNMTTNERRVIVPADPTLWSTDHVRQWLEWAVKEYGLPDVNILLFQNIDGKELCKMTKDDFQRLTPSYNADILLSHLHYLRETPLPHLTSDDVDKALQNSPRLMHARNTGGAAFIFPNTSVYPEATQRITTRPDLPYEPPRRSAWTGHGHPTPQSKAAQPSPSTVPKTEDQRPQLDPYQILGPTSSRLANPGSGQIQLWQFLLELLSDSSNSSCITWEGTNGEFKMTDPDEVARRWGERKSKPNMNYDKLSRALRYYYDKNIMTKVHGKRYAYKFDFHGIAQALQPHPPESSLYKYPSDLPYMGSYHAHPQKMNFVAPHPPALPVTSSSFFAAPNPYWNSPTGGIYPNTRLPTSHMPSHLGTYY
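His-tagged ERG Ets domain (1 uM in the protein solution; 300mM KCl, 50mM Tris-HCl, 1mM EDTA, 1mM DTT, pH 7.5) received compound, then a probe mix of 5 nM fluorescein-DNA and 100nM Texas-615-DNA. Fluorescence polarization was read for both dyes.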
Tb PGK inh = T. brucei PGK inhibition | PGK/GAPDH coupled, Kinase-Glo luminescence, 60 min | Potency, µM (titrated, usually from 57.5 µM), inactives show top-dose activity change, negative = inhibition, usual class: inhibitors | hit rate 0.043% among 380,000; further: on the % scale 0 is the no-effect control and ±100 the full control effect; nearly all actives have a fitted effect of over 60% in size
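Recombinant glycosomal PGK reaction used 1,3-bisphosphoglycerate generated in-well by GAPDH (100nM final) in 100mM TEA pH 7.6, 5mM MgCl2, 0.01% Tween-20. After 60 minutes at room temperature, ATP was read by Kinase-Glo Plus luminescence end-point.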
TrxR1 inh = inhibitors of rat thioredoxin reductase 1; Potency, µM (highest dose often 114 µM), inactives show at the top dose activity change, negative = inhibition, hits mostly inhibitors; hit rate 1% among 390,000; recombinant rTrxR1, NADPH fluorescence consumption, selenite substrate; further: on the % scale 0 is the no-effect control and ±100 the full control effect; nearly all actives have a fitted effect of over 65% in size
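Rat TrxR1 (90 nM in the dispensed reagent) was pre-reduced with 400 uM NADPH for 5 min at room temperature, then incubated with compound for 15 min. After 400 uM selenite was added, NADPH fluorescence (Ex 340/Em 450 nm) was followed for 8 min.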
ALOX12 inh = inhibitors of human 12S-lipoxygenase ALOX12 | AID 1671190 | purified 12hLO, xylenol orange hydroperoxide absorbance | Potency, µM (doses to about 108 µM), without a hit: top-dose activity change, negative = inhibition, most hits filed as inhibitors | hit rate 1.1% among 580,000 | P18054; further: on the % scale 0 is the no-effect control and ±100 the full control effect
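Purified human 12hLO at 150 nM in 25 mM Hepes, 0.01% Triton X-100, pH 7.0, preincubated 15 min at room temperature with compound. Reaction started with 40 uM arachidonic acid, 30 min at room temperature. Hydroperoxide measured by Fe-xylenol orange, 573/405 nm absorbance ratio.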
Pin1 inh = inhibitors of human Pin1; Q13526; Pin1 FP peptide displacement, HiFluor488, 10 min; Potency, µM (series often up to 115 µM), for the others: top-dose activity, negative = inhibition, most hits filed as inhibitors; hit rate 0.009% among 390,000; active means well fitted inhibition curve with a large enough effect in the polarisation, with a control signal flat, not every such curve was filed as active; inconclusive means small, poorly fitted or top-dose-only effect, or effect the other way, or a change in a side signal; inactive means no such curve, though single readings can be large or run the other way; the % refers to the polarisation; further: on the % scale 0 is the no-effect control and ±100 the full control effect
Target sequence (Q13526 whole entry, looked up): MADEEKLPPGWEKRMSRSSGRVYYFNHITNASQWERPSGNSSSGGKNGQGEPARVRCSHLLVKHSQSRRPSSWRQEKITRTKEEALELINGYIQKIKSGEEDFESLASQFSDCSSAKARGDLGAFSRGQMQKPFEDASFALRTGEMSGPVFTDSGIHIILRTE
RGS4 inh = human RGS4 inhibition; Potency, µM (doses to about 114 µM), without a hit: top-dose activity change, negative = inhibition, actives largely listed as inhibitors; Transcreener GDP fluorescence polarization, RGS4-accelerated GTP hydrolysis; AID 504845; hit rate 0.039% among 390,000; further: on the % scale 0 is the no-effect control and ±100 the full control effect; nearly all actives have a fitted effect of over 75% in size; some results filed as inactive show a strong effect at the top dose
Target sequence (P49798 whole entry, looked up): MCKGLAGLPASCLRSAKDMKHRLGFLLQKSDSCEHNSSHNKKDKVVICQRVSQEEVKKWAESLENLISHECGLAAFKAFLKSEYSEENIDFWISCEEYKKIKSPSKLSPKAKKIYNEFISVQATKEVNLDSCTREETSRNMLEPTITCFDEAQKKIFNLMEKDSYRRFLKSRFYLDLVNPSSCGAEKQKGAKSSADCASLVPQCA
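MLSMR compounds (23 nl, pin-transferred) preincubated 10 min at room temperature with a 500nM (2x) first reagent, then RGS4 at 900nM (2x) plus Transcreener GDP mix added; fluorescence polarization (620/688 nm) read before and after 90 min at 30 °C.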
JMJD2A Tudor inh = JMJD2A Tudor domain (human) inhibition | AID 504339 | O75164 | AlphaScreen JMJD2A-Tudor / H3K4me3 peptide binding | hit rate 4.4% among 390,000 | Potency, µM (highest dose often 114 µM), without a hit: at the top dose activity change, negative = inhibition, most hits filed as inhibitors; further: on the % scale 0 is the no-effect control and ±100 the full control effect; nearly all actives have a fitted effect of over 50% in size
GLS inh = glutaminase GLS (human) inhibition | O94925 | GLS enzymatic activity, qHTS titration | Potency, µM (titrated, usually from 45.5 µM), without a hit: at the top dose activity change, negative = inhibition, usual class: inhibitors | hit rate 0.21% among 410,000; further: on the % scale 0 is the no-effect control and ±100 the full control effect
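hKGA in 45 mM KH2PO4 pH 8.2, 0.02% Tween-20 with pin-transferred compounds; 1 mM L-glutamine (stock) plus glutamate oxidase/HRP/Amplex Red coupling added. Fluorescence read initially and after 30 min at RT.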
An asterisk follows results filed as active; i = inactive; ? = inconclusive; . = no result given; [ ] = dose if it differs, or a comment. Unless noted, the call rests on the fitted dose curve; in most records, active means well fitted curve in the direction sought with a large enough effect; inconclusive means small, poorly fitted or top-dose-only effect, or another doubt; inactive means no such curve, though single readings can be large; an effect the other way counts as inactive or inconclusive. Potency means the concentration at half of the fitted maximal effect.

SMILES	HP1b binding inh	ERG-DNA inh	Tb PGK inh	TrxR1 inh	ALOX12 inh	Pin1 inh	RGS4 inh	JMJD2A Tudor inh	GLS inh
COc1ccc(N(CC(=O)NCC2CCCO2)C(=O)CCC(=O)Nc2cc(C)on2)cc1OC (configuration not stated)	19%	8%	-2%	18%	?	4%	5%	-11%	-3%
Cc1ccccc1C(=O)Nc1nncs1	11%	1%	-1%	-7%	-7%	?	36%	-4%	15%
COc1ccccc1CNC(=O)CN1N=C(c2ccccc2)CCC1=O	44%[activator]	6%	-5%	6%[57.1 µM]	-16%	-4%	5%	-6%	1%
O=C(Cc1cccs1)N[C@@H]1c2ccccc2CC[C@H]1OCc1ccccc1	21%	-5%	-5%	12%	-8%	-4%	16%	-23%	8%
Cc1ccnc2c(N3C(=O)C4C5C=CC(C5)C4(C)C3=O)cccc12 (configuration not stated)	60%[activator]	-9%	i	9%[57.1 µM]	394%[activator]	4%	-16%	5%	-2%
Cc1ccc(-c2cnc(-c3ccccc3C(=O)O)o2)cc1	20%	-7%	i	14%	?	-27%	-19%	-20%	-4%
CCN(CC(=O)Nc1c(F)cccc1F)C(=O)C1CCN(S(=O)(=O)c2ccccc2C(=O)OC)CC1	37%[activator]	1%	5%	3%	5%	4%	23%	-12%	3%
OC(CNc1nc(-c2cccnc2)nc2ccccc12)c1ccccc1 (configuration not stated)	9%	2%	-1%	0%	?	19%	-35%	-17%	-9%
COc1ccc(NC(=O)CSc2n[nH]c(-c3ccccc3)n2)cc1Cl	18%[57 µM]	-1%	5%	22%[57.1 µM]	0%	-5%	27%	-12%	-18%
O=C(Cn1nc(-c2ccccc2)ccc1=O)NCc1ccc(F)cc1Cl	28%	1%	i	7%[57.1 µM]	-24%	-14%	9%	-14%	5%
Cc1ccc(NC(=O)CN(C)C(=O)c2ccc(Cl)c([N+](=O)[O-])c2)cc1	9%	0%	0%	-6%	-2%	0%	-14%	-18%	1%
CCN(CC)CCCNC(=O)c1cc(-c2ccccc2)c(N2CCCCC2)s1	?	-1%	7%	-4%[57.1 µM]	?	-7%	-10%	?	10%
COc1c(Cl)cc(Cl)cc1CNCCNCC(C)O (configuration not stated)	38%	.	.	8%	7%	2%	-7%	?	10%
O=C(CSc1ncccc1C(=O)Oc1ccccc1Cl)Nc1ccc(C(F)(F)F)cc1Cl	25%	10%	-3%	19%[57.1 µM]	-22%	5%	-22%	15%	-10%
CCOc1c(C(N)=O)c(-c2ccccc2)c2c(=O)[nH]c3ccccc3n12	32%	-6%	-6%	-10%	380%[activator]	2%	-5%	-21%	11%
CCOc1ccc(C(O)(c2ccccc2OC)C(CN2CCCC2)c2ccccc2)cc1 (configuration not stated)	16%	12%	-13%	22%	-29%	0%	11%	-19%	4%
CCC(=NCc1ccco1)c1c(C(F)(F)F)[nH]n(-c2nc3ccccc3s2)c1=O	7%	-3%	-10%	6%	?	-4%	-9%	-30%	3%
Cn1nccc1C(=O)Nc1ccc(Cl)cc1	26%	.	-7%	8%	18%	0%	-11%	-3%	-1%
O=C(c1ccco1)[C@@H]1[C@@H]2C(=O)N(c3ccccc3)C(=O)[C@@H]2C2c3ccccc3C=CN21 (some centres not stated)	-35%	8%	.	?	?	?	-27%	50µM*	-5%
Cc1cccc(N2C(=O)/C(=C\c3ccc(C(=O)O)cc3)c3ccccc3C2=O)c1	27%	-2%	-4%	?	-25%	-3%	-7%	-28%	-24%
O=[N+]([O-])c1cc(Br)c(O)c(/C=N/Nc2nc3ccccc3s2)c1	194%[activator]	12%	-1%	8%	-27%	?	-10%	?	0%
CCOc1ccc(N2C(=O)c3[nH]nc(-c4ccc(OC)cc4)c3C2c2cccs2)cc1 (configuration not stated)	14%	4%	.	9%	?	27%	-12%	-27%	0%
COC(=O)c1ccc(Cl)c(NC(=O)Cc2ccccc2[N+](=O)[O-])c1	19%	.	i	-3%	0%	-1%	-17%	-7%	-10%
Cc1cccc(-c2nnc3n(CCc4ccccc4)c(=O)c4ccccc4n23)c1	18%	-2%	-1%	8%	-11%	-10%	0%	-18%	11%
O=S(=O)(c1ccc(NC(=S)N2CCN(c3ccc(O)cc3)CC2)cc1)N1CCOCC1	-30%	1%	i	-9%[57.1 µM]	-16%	1%	-28%	?	7.1µM*

(listing goes on)
SMILES	HP1b binding inh	ERG-DNA inh	Tb PGK inh	TrxR1 inh	ALOX12 inh	Pin1 inh	RGS4 inh	JMJD2A Tudor inh	GLS inh
Cc1ccc(NC(=O)c2sccc2-n2cccc2)c(Cl)c1	50%[activator]	-1%	-3%	5%	-21%	3%	-9%	-6%	1%
CCNc1nc2c(c(=O)n(C)c(=O)n2C)n1CCCc1ccccc1	17%	-4%	2%	7%	2%	1%	-81%[56.9 µM]	?	?
O=C(O)C1CCCN1S(=O)(=O)c1ccc(Br)s1 (configuration not stated) (tested in a mixture with another compound)	21%	-10%	-10%	-78%[57.1 µM]	-4%[57.4 µM]	-12%	-1%	-14%	14%
O=C(c1ccco1)N1CCCC(N2CCN(c3cccc(C(F)(F)F)c3)CC2)C1 (configuration not stated)	10%	-3%	0%	?	i	0%	0%	-25%	5%
O=C(CCCC(=O)Nc1cccc(Br)c1)N/N=C/c1cc([N+](=O)[O-])ccc1O	27%	3%	i	3%	?	0%	2%	?	10%
Clc1cccc(-c2nnc(CN3CCN(c4ccccn4)CC3)o2)c1	19%	1%	i	-1%	-14%	7%	5%	-9%	-2%
COc1ccccc1CNC(=O)COCc1cc(-c2cccs2)on1	-6%	-2%	i	-21%	-26%	2%	3%	-17%	-17%
N#Cc1c(N)nc2c(c1-c1ccccc1)CCCC2	31%	9%	7%	11%	-8%	4%	-23%	-6%	-4%
COc1ccc(C(=O)NCc2nnc(SC)n2Cc2ccccc2)cc1	33%	-1%	0%	-14%[57.1 µM]	2%	5%	2%	?	-3%
COc1ccc(C)cc1NC(=O)CSc1nc2scc(C)c2c(=O)[nH]1	13%	20%	i	30%	104%[activator]	21%	13%	-10%	10%
c1ccc(N2OCC3Cn4c(nc5ccccc54)C32)cc1 (configuration not stated)	38%	-3%	-6%	-18%[57.1 µM]	?	-5%	-24%	-10%	2%
CCc1ccc(S(=O)(=O)Nc2c(C)n(C)n(-c3ccccc3)c2=O)cc1	35%	1%	1%	12%	0%	-4%	-18%	-8%	5%
CCCSc1ccc([C@@H]2[C@H]3C(=O)N(CC)C(=O)[C@H]3[C@]3(C(=O)OC)CCCN23)cc1	12%	-5%	5%	15%[57.1 µM]	?	17%	-15%	?	-11%
CN(CCc1ccccn1)C(=O)Nc1cccc(Cl)c1	20%	5%	-3%	10%[57.1 µM]	-29%	-4%	3%	-2%	7%
CCOC(=O)c1c(NC(=O)c2ccc(S(=O)(=O)N3CCC(C)CC3)cc2)sc2c1CCN(CC)C2	23%	-13%	i	2%[57.1 µM]	?	?	10%	-16%	-7%
COc1ccc(S(=O)(=O)c2cn(C)c3cc(N4CCOCC4)c(F)cc3c2=O)cc1	35%	0%	-11%	1%	-5%	8%	23%	-20%	-3%
Cc1ccc(NC(=O)CCNS(=O)(=O)c2ccc3c(c2)oc(=O)n3C)cc1	10%	0%	-11%	-8%	?	1%	-2%	-34%	-3%
O=[N+]([O-])c1cc(-c2nc(-c3ccccc3)no2)ccc1NC1CCCCC1	15%	-2%	-3%	15%	0%	16%	-5%	-25%	3%
O=C(O)CSCC(=O)Nc1ccc(C(F)(F)F)cc1	23%	-6%	i	23%[57.1 µM]	-8%	-8%	17%	-11%	22%
CN1Cc2sc(N)c(C#N)c2CC1(C)C	-4%	3%	i	9%[57.1 µM]	171%[activator]	?	-22%[11.4 µM]	-28%[11.4 µM]	?
COc1ccc(C(=O)CSc2n[nH]c(=O)n2Cc2ccco2)cc1	11%	-11%	10%	-1%	0%	6%	-2%	-14%	0%
COCCN(C(=O)COC(=O)CNC(=O)c1ccc(C)cc1)c1c(N)n(Cc2ccccc2)c(=O)[nH]c1=O	59%[activator]	-17%	-9%	23%	?	-3%	-19%	3%	-6%
CC(=O)Oc1c(C(C)C)cc(N(C(C)=O)c2ccccc2)cc1C(C)C	3%	7%	-8%	7%[57.1 µM]	-44%	1%	8%	-10%	0%
C=CCOC(=O)C1=C(C)N=C2SCCC(=O)N2C1/C=C/c1ccccc1OC (configuration not stated)	21%	-14%	-10%	22%	1%	-11%	13%[56.9 µM]	-27%	1%

An excerpt from above in order of the Tb PGK inh value, highest first.
SMILES	HP1b binding inh	ERG-DNA inh	Tb PGK inh	TrxR1 inh	ALOX12 inh	Pin1 inh	RGS4 inh	JMJD2A Tudor inh	GLS inh
COc1ccc(C(=O)CSc2n[nH]c(=O)n2Cc2ccco2)cc1	11%	-11%	10%	-1%	0%	6%	-2%	-14%	0%
COc1ccc(C(=O)NCc2nnc(SC)n2Cc2ccccc2)cc1	33%	-1%	0%	-14%[57.1 µM]	2%	5%	2%	?	-3%
COCCN(C(=O)COC(=O)CNC(=O)c1ccc(C)cc1)c1c(N)n(Cc2ccccc2)c(=O)[nH]c1=O	59%[activator]	-17%	-9%	23%	?	-3%	-19%	3%	-6%
Cc1ccc(NC(=O)CCNS(=O)(=O)c2ccc3c(c2)oc(=O)n3C)cc1	10%	0%	-11%	-8%	?	1%	-2%	-34%	-3%

Some of the compounds tested. The share of hits here may be higher or lower than overall.
